LEDGF integ inh: blockers of LEDGF/p75-dependent integrase strand transfer – biochemical, TR-FRET, high throughput, primary screen | AID 743269, 2014 | inhibition, % at 3.7 µM | TR-FRET IN-LEDGF/p75 DNA integration, Eu/Cy5 | 370,000 compounds, 0.64% hits;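 active = inhibition above the screen-wide mean plus 3 SD, cut at about 13% in these data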;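 also: signal is the Cy5 over europium emission ratio at 671 and 618 nm; 0% = plate median of compound wells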
MBD2 inh: inhibitors of MBD2 binding to methylated DNA, primary screen, biochemical, TR-FRET, DNA-binding domain, human. Methyl-CpG-binding domain protein 2 (Homo sapiens), Q9UBB5. AID 686964, 2013. 370,000 compounds, 0.31% hits. inhibition, % at 4.4 µM. MBD2 binding to methylated oligonucleotide; in the data active = inhibition above about 13%
SIAE primary: human SIAE inhibitors, primary screen, biochemical, fluorescence polarization, FP-Rh probe, 1536-well HTS; AID 1053197, 2014; Sialate O-acetylesterase (Homo sapiens), Q9HAT2; SIAE FP-Rh probe binding; 370,000 compounds, 0.69% hits; inhibition, % at 9.66 µM;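 active = inhibition above a cutoff: mean of compounds within the control limits plus 3 SD of those, cut at about 17% in these data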;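 also: 0% = plate median of compound wells and 100% = probe without SIAE protein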
Tn6 DDE FP: inhibitors of Tn6 peptide binding to fibrin DD(E), primary screen, biochemical, fluorescence polarization, human fibrin, Tn6 probe. Fibrin DD(E) TRITC-Tn6 fluorescence polarization displacement. 370,000 compounds, 0.21% hits. inhibition, % at 8.3 µM. Fibrinogen beta chain (Homo sapiens), P02675. AID 720509, 2013;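 active = inhibition above a per-campaign cutoff: mean of compounds within control limits plus 3 SD, cut at about 15% in these data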;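 also: 0% = median of all compound wells on the plate and 100% = blocking peptide control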
Target sequence (P02675 whole entry, looked up): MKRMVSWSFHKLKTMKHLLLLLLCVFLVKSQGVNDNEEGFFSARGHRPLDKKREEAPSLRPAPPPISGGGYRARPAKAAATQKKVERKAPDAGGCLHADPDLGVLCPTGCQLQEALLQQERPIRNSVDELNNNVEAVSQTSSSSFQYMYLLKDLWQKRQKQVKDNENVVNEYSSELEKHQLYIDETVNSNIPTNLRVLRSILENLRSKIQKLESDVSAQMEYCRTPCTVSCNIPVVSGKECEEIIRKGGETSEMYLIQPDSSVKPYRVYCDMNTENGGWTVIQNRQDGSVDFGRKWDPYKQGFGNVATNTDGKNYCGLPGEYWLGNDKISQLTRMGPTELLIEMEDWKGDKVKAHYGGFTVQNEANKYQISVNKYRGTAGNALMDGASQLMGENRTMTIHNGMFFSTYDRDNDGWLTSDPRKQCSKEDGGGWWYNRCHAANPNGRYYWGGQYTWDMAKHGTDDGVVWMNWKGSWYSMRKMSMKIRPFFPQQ
UHRF1 MBD2 ctr: UHRF1 methylated DNA binding inhibitors, primary screen, counter-screen for MBD2 inhibitor project, biochemical, TR-FRET, human UHRF1, single concentration; E3 ubiquitin-protein ligase UHRF1 (Homo sapiens), Q96T88; UHRF1 binding to methylated oligo; inhibition, % at 4.4 µM; 370,000 compounds, 0.75% hits; in the data active = inhibition above about 21%;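 also: UHRF1 SRA domain binding a hemimethylated CpG hairpin DNA probe; 0% = median of test compound wells and 100% = reference inhibitor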
DDE Tn7 FP inh: inhibitors of Tn7 peptide binding to fibrin DD(E), primary screen, biochemical, fluorescence polarization, human fibrin, Tn7 probe | Fibrinogen beta chain (Homo sapiens), P02675 | FP displacement of FITC-Tn7 peptide from fibrin DD(E); 0% = median of compound wells per plate | inhibition, % at 8.3 µM | 370,000 compounds, 0.13% hits | AID 720508, 2013;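 active = inhibition above the mean of compounds falling within the control limits plus 3 SD of them, cut at about 14% in these data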;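 also: 0% = plate median of compound wells and 100% = 10 µM Aha-Tn7 peptide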
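Test system – human fibrin DD(E) · Times – 10 min preincubation, 3 h with tracer, room temperature · Detection – fluorescence polarization of the labelled Tn7 tracer · Measure – percent inhibition normalized to high-control wells · Benchmarks – high control wells with 10 µM unlabelled Aha-Tn7 peptide (full inhibition) · Repeats – singlicate testing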
proKLK7 act: proKLK7 zymogen activators, primary screen, biochemical, fluorescence intensity; activation, % at 7 µM; AID 652039, 2013; 370,000 compounds, 0.9% hits; Kallikrein-7 (Homo sapiens), P49862; purified proKLK7, EDANS-DABCYL substrate fluorescence; 100% is mature enzyme control, 0% vehicle;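 active = activation above the mean of all tested compounds plus 3 SD, computed per campaign excluding outliers beyond control limits, cut at about 13% in these data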
TDP2 absorb: human TDP2 enzyme inhibitors, primary screen, biochemical, epi absorbance, recombinant enzyme; T5PNP hydrolysis, p-nitrophenol absorbance 415 nm; Tyrosyl-DNA phosphodiesterase 2 (Homo sapiens), O95551; AID 720702, 2013; inhibition, % at 12.8 µM; 370,000 compounds, 0.34% hits;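 active = inhibition above the mean of all tested compounds plus 3 SD, set per campaign, cut at about 25% in these data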;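 also: 0% = DMSO with enzyme and 100% = buffer with substrate but no TDP2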
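Evaluation: % inhibition relative to enzyme-containing and enzyme-free wells. Material: recombinant human TDP2. Benchmarks: enzyme-free and DMSO wells. Timing: enzyme reaction with compound for 2 h at 37 °C. Compound dosing: 12.8 µM only. Measured by: p-Nitrophenol epi absorbance. Reagent: T5PNP substrate at 5 mM, a TopII-DNA adduct mimic. Replication: single well per compound.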
TCR CD3 inh: inhibitors of human TCR-CD3 interaction, primary screen, biochemical, fluorescence, TAMRA-labeled TCR probe; T-cell receptor (TCR); inhibition, % at 9.4 µM; 360,000 compounds, 0.37% hits; AID 651800, 2012; in the data active = inhibition above about 19%;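 also: recombinant mutant TCR 2C K166C tagged with TAMRA read by polarization; 0% = receptor in buffer alone and 100% = receptor with positive control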
PRMT1 FP inh: PRMT1 methyltransferase inhibitors, primary screen, biochemical, fluorescence polarization. Protein arginine N-methyltransferase 1 (Homo sapiens), Q99873. recombinant PRMT1, activity-based probe fluorescence polarization. inhibition, % at 2.79 µM. 370,000 compounds, 1.3% hits;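 active = inhibition above about 21% made by adding two undisclosed values, limit read from the data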
Target sequence (Q99873 whole entry, looked up): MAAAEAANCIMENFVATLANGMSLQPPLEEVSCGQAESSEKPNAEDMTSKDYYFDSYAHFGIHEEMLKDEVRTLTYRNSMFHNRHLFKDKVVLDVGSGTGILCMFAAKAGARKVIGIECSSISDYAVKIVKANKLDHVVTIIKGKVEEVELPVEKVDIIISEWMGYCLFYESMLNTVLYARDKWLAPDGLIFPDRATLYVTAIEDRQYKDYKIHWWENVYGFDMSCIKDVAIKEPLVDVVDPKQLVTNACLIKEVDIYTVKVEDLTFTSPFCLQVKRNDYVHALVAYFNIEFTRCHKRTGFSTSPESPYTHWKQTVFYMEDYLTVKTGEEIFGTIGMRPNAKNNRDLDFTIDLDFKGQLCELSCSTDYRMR
* = called active by the depositor.

Results follow in this order: LEDGF integ inh	MBD2 inh	SIAE primary	Tn6 DDE FP	UHRF1 MBD2 ctr	DDE Tn7 FP inh	proKLK7 act	TDP2 absorb	TCR CD3 inh	PRMT1 FP inh
O=C(NNC(=O)c1cccs1)c1cccc(F)c1
→ 2	1	-6	-5	0	-8	-1.0	-2	6	-1
Cc1cc(C)n(-c2ccc(Cl)c(C(=O)O)c2)n1
→ 1	1	7	2	0	4	-0.6	7	10	-1
COC(=O)CCCCCCCCC(O)CN1CCCCC1 (stereo not given)
→ 5	-3	-3	-6	2	-7	0.0	-8	-5	-2
O=C1CC(c2ccccc2F)c2c(c3ccccc3[nH]c2=O)O1 (stereo not given)
→ 1	-3	7	5	1	0	1.1	-10	6	-4
O=C(CCC(=O)NNc1nc2ccccc2c2nc(-c3ccccc3)nn12)NCCCN1CCCC1=O
→ -1	-1	5	3	-5	8	0.3	2	4	-2
COCCCNC(=S)Nc1ccc(S(=O)(=O)Nc2cc(OC)nc(OC)n2)cc1
→ 2	0	-2	-4	1	2	0.8	-3	2	-3
COC(=O)c1ccccc1CCC(C)=O
→ -3	1	0	2	3	0	-0.6	3	4	16
CN(c1ccccc1)S(=O)(=O)c1cc(C(=O)Nc2ccccc2N2CCOCC2)ccc1Cl
→ -9	0	-6	1	3	7	-0.1	4	-4	-1
COc1ccc(NC(=O)c2cc(C3CCCCN3C(=O)CCc3ccccc3)on2)c(C)c1 (stereo not given)
→ 1	-3	1	-3	2	-6	0.8	-1	-5	-3
Nc1ncnc2c1ncn2[C@@H]1O[C@H](CNS(=O)(=O)c2ccc(-c3ccno3)s2)[C@@H](O)[C@H]1O
→ 3	-1	-7	4	-2	-4	0.2	9	-3	-4
O=C(Cc1ccccc1)NCc1ccncc1
→ 3	2	-4	-10	0	-3	0.6	-2	6	-4
CC[C@@H]1C(c2cccc(C)c2)=NN(c2ccccc2)[C@H]1C(=O)N1CCOC1=O
→ 1	-5	5	1	1	-5	41*	-6	6	-5
C#Cc1ccc([C@H]2C=C(C(=O)NCc3nc4ccccc4[nH]3)O[C@@H](OCC)[C@@H]2CCCO)cc1
→ 1	-2	-20	-1	3	-2	-1.3	2	-6	0
COc1ccc(OC)c(NC(=O)c2cc(-c3cc(Cl)ccc3O)n[nH]2)c1
→ 4	-2	-12	-3	-1	-6	0.6	5	-10	-4
COc1ccc(OC)c(S(=O)(=O)NC2CC2)c1
→ -3	0	1	0	3	6	0.2	-3	-8	2
COc1ccc(CN2C(=O)C(CC(=O)NCCCCc3ccccc3)CC(C(=O)N(C(C)C)C(C)C)=C2C)cc1 (stereo not given)
→ 1	-2	4	-3	-1	2	0.7	2	-5	-4
CC(C)C(NC=C1C(=O)OC(C)(C)OC1=O)C(=O)O (stereo not given)
→ -3	-3	4	2	-2	2	-0.1	5	-2	1
OCCc1ccc(NCCc2cccs2)cc1
→ -4	5	2	-1	0	6	-0.7	-7	-3	3
CC(=O)Nc1ccc(S(=O)(=O)NCCC(=O)NCC2COc3ccccc3O2)cc1 (stereo not given)
→ -2	1	3	-10	0	3	-0.5	-9	3	0
C=CCNC(=S)N/N=C/c1ccc(-c2ccc(Br)cc2)o1
→ -1	0	2	-5	-1	7	-15	5	-2	4
COc1ccc(-n2c(=S)[nH]c3ncccc3c2=O)cc1
→ -2	-1	-6	2	1	3	0.2	9	2	0
CC(=O)Nc1ccc(S(=O)(=O)Nc2ccc(Cl)nn2)cc1
→ -4	1	2	2	2	11	0.6	-2	3	-1
COCCN(C(=O)COC(=O)CCS(=O)(=O)c1ccccc1)c1c(N)n(Cc2ccccc2)c(=O)[nH]c1=O
→ -2	1	0	-1	0	-5	-0.3	2	-11	1
Cc1occc1-c1nnc(SCC(=O)c2c[nH]c3ccccc23)n1C
→ 0	1	3	-4	-1	-3	0.1	5	5	3
O=C(Cn1c(=O)cnc2ccccc21)N1CCN(S(=O)(=O)c2ccc(F)cc2)CC1
→ -1	-6	2	1	1	3	-0.1	10	7	0
CC1CCCN(S(=O)(=O)c2cc3c4c(c2)C(C)C(=O)N4CCC3)C1 (stereo not given)
→ -3	6	2	-6	2	0	0.1	-5	-1	-1
CCCCCCCC(=O)N/N=C/c1cccnc1
→ 0	0	-2	3	0	-5	-0.1	-14	4	-1
COc1ccc(CNC(=O)c2ccccc2NC(=O)C2=C(C)OCCS2)cc1
→ 2	-2	4	-1	0	7	0.1	-3	-2	0
O=C(Nn1c(-c2ccc(F)cc2)nc2ccccc2c1=O)c1cccnc1
→ -4	1	1	-1	0	4	-0.3	4	1	0
O=C(COC(=O)C1=COCCO1)Nc1cc(S(=O)(=O)N2CCCCC2)ccc1Cl
→ -2	3	-2	1	-1	7	0.0	2	-1	4

Results follow in this order: LEDGF integ inh	MBD2 inh	SIAE primary	Tn6 DDE FP	UHRF1 MBD2 ctr	DDE Tn7 FP inh	proKLK7 act	TDP2 absorb	TCR CD3 inh	PRMT1 FP inh
CN1CCN(c2nc(-c3cc4ccccc4o3)cs2)CC1
→ 0	-3	-6	4	-3	1	-0.1	-3	5	-2
CCOc1ccc(/C=N/O)cc1
→ 1	4	-2	2	3	1	-0.8	-6	2	2
O=C(NCc1ccc(F)cc1)N1CCN(S(=O)(=O)c2ccccc2F)CC1
→ -2	-5	4	0	0	1	0.3	12	7	2
CC1(C)CC(=O)c2sc(NC(=O)C3COc4ccccc4O3)nc2C1 (stereo not given)
→ 1	-3	-1	4	0	4	0.1	1	1	0
Cc1c(NC(=O)/C(C#N)=C/c2cccs2)c(=O)n(-c2ccccc2)n1C
→ -4	-3	0	10	-1	0	0.3	1	3	-1
O[C@@H]([C@H](O)[C@H](O)CBr)[C@H](O)CBr
→ 0	2	3	2	-1	-2	0.0	1	-4	0
Cc1ccc(CNC(=O)CN2C(=O)COc3ccc(S(=O)(=O)N4CCC(C)CC4)cc32)o1
→ 3	1	-4	-1	1	2	-0.2	-4	-1	-2
COc1cc(N(CCCn2cnc3c(SC)ncnc32)CCCn2cnc3c(SC)ncnc32)cc(OC)c1OC
→ -1	-4	2	6	-3	-5	-0.4	-6	2	-6
COc1cc(/C=C2\C(=N)N3N=C(S(C)(=O)=O)SC3=NC2=O)ccc1OC(=O)c1cccs1
→ 1	1	-14	3	5	6	-0.3	12	0	8
CCOC(=O)c1cccc(N2C(=O)C3C(C2=O)C2C=CC3C23CC3)c1 (stereo not given)
→ -1	10	2	5	-1	-9	0.3	-8	3	3
Cc1ccc(NC(=S)NCCc2ccc(Cl)cc2)c(C)c1
→ -6	4	7	-4	0	-2	-0.1	-7	-3	3
Cc1cc(C)c2cc(CN(CCCO)S(=O)(=O)c3ccccc3F)c(=O)[nH]c2c1
→ 3	2	-3	6	1	4	-0.3	-2	-3	1
O=C(Nc1ccc2c(c1)OCCO2)C(c1cc2ccccc2o1)N1CCC(Cc2ccccc2)CC1 (stereo not given)
→ 0	-4	0	-3	1	-4	-0.4	-5	5	-1
Cn1c(=O)[nH]c(=O)c2c1nc(N1CCCCC1)n2CCOc1ccccc1
→ -1	-3	-5	8	1	2	0.8	-10	7	-1
CC(OC(=O)c1ccccc1NCCO)C(=O)NCC(=O)Nc1ccc(F)c(F)c1F (stereo not given)
→ -4	-1	-4	1	5	10	25*	-2	5	3
COc1ccc(CNS(=O)(=O)CCNCc2ccccc2OC)cc1
→ 4	0	5	1	2	-4	-0.8	-9	0	3
O=C(CC1C(=O)NC2CCCCC2N1C(=O)c1ccc([N+](=O)[O-])cc1)Nc1ccccc1 (stereo not given)
→ 3	-4	2	3	2	3	0.2	2	0	0
CS(=O)(=O)N1CCC(C(=O)NCc2ccc(F)cc2Cl)CC1
→ 2	1	2	0	2	-4	-0.3	-3	6	0
COc1ccc(S(=O)(=O)n2nc(OC(C)=O)cc2N)cc1
→ -1	5	8	-4	-2	7	-0.2	5	6	-1
CCOC(=O)c1cnc2cc(Cl)c(OC)cc2c1NCC1CCCO1 (stereo not given)
→ -1	0	-5	-5	3	-4	-1.0	-3	-2	-1
O=C(O)Cn1c(C(F)(F)F)nc2ccccc21
→ 2	-1	0	-3	4	-5	-0.6	-9	-3	-4
COCCCNC(=O)C[C@H]1C[C@H](C(=O)N2CCOCC2)[C@@]2(CCC3CCCC3)c3[nH]c4cc(CCC(=O)N(C)C)ccc4c3CCN2C1=O
→ 6	-6	3	0	0	-10	0.4	2	1	-2
O=C(NNc1nc2cc3c(cc2s1)OCO3)c1ccc(F)cc1
→ -1	4	9	-2	1	0	2.1	1	-2	23*
Cc1ccc(NC(=O)CCC(=O)N/N=C/c2coc3ccccc3c2=O)cc1
→ 2	6	-5	-1	-2	-1	3.1	-3	5	-7
COCC(=O)Nc1ccccc1C(=O)Nc1ccc(OC)cc1
→ -1	-3	4	2	-3	-1	-0.8	6	2	-1
CCC(Oc1ccccc1)C(=O)Nc1ccccc1OC (stereo not given)
→ 0	0	-8	4	-3	-7	0.4	-6	-2	0
Cc1ccc(S(=O)(=O)CC(=O)Nc2nnc(C(C)C)s2)cc1
→ 0	3	11	-6	-2	-6	0.3	9	3	0
Cc1ccccc1NC(=O)c1ccc(OCc2c(C)noc2C)cc1
→ -5	2	11	5	-2	2	0.2	-1	-4	9
c1ccc(Cc2cc[n+](Cc3ccccn3)cc2)cc1
→ -6	-5	5	0	1	-2	0.0	13	-1	1
CC(C)C[C@@H](CNCC(=O)[C@H](C)NC(=O)c1[nH]cnc1C(=O)N[C@@H](C)CN)NC(=O)c1nc[nH]c1C(=O)N[C@@H](CC(=O)O)C(=O)O
→ -1	8	1	3	19	-2	-0.1	6	7	6
O=C(CSc1ncccn1)Nc1cccc2ccccc12
→ -1	3	-2	3	1	5	-0.1	0	-5	4
Cc1ccccc1C(=O)Nc1ccnn1C1CCN(Cc2ccc(CO)o2)CC1
→ 0	0	2	-1	-1	-3	-0.5	4	0	6
O=C(NCC1CCCO1)c1ccc(OC2CCN(C(=O)C3CC3)CC2)cc1 (stereo not given)
→ -2	5	-3	-3	4	0	0.0	3	-1	1

High-throughput results from PubChem.
